Assay outcomes as filed in PubChem BioAssay.
NPY2 pot ag: potentiators or agonists of human neuropeptide Y receptor Y2; P49146; cells expressing NPY-Y2, potentiator/agonist read-out; activation, % at 3.6 µM; 220,000 compounds, 0.45% hits; in the data active = activation above about 27%;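 also: cells stimulated with NPY near EC25 plus isoproterenol at EC100; 0% = vehicle plus submaximal agonist and 100% = vehicle plus saturating agonist; some results beyond the cut were filed as inactive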
Target sequence (P49146 whole entry, looked up): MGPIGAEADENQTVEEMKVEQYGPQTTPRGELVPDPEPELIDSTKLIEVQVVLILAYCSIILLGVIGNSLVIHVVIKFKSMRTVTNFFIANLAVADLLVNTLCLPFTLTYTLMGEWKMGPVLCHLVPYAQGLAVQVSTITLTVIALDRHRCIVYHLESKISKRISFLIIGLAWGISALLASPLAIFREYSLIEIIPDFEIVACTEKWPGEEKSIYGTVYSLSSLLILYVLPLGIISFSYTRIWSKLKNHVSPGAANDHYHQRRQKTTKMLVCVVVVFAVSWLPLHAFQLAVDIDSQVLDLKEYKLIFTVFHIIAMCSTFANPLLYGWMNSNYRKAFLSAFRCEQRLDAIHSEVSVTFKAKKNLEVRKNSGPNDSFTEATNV
RBBP9 inhibitor: blocks human serine hydrolase RBBP9. O75884. recombinant RBBP9, FP-Rh probe fluorescence polarization. inhibition, % at 7.94 µM. 220,000 compounds, 0.2% hits. AID 1515;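 active = inhibition above the campaign mean of all tested compounds plus 3 SD, cut at about 14% in these data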;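 also: plate controls were DMSO wells with RBBP9 for no effect and wells lacking RBBP9 protein for full effect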
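Measured by: FP readout at 525/598 nm; material: recombinant human RBBP9; also added: Serine-hydrolase probe FP-Rh, 375 nM pre-mixing; medium: Tris buffer pH 8.0, NaCl, Pluronic; replication: one well per compound; doses: one concentration, 7.94 µM nominal, 0.794% DMSO; timing: preincubation 30 min plus labeling 45 min at 25 °C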
NPY Y1 blocker: NPY-Y1 (human) receptor antagonism. AID 1040. 200,000 compounds, 1% hits. inhibition, % at 3.6 µM. HEK293-CNG Y1 cells, membrane potential fluorescence; NPY at EC95, then isoproterenol. P25929;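 active = inhibition above the campaign mean inhibition of all tested compounds plus 3 SD, cut at about 20% in these data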;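 also: 0% = DMSO wells given NPY plus isoproterenol and 100% = isoproterenol alone without NPY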
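material = HEK293 cells with Y1 receptor plus CNG channel | also added = NPY 25 nM then isoproterenol 1 µM plus Ro 20-1724 25 µM | schedule = dye 3 h, compound 60 min room temperature, stimulation 45 min | measured by = membrane potential fluorescence | benchmarks = high control isoproterenol alone, low control NPY with isoproterenol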
BaF3 tox: parental Ba/F3 viability inhibition as JAK2V617F counter-screen | CellTiter-Glo ATP luminescence | inhibition, % at 5.6 µM | 220,000 compounds, 1.1% hits | AID 1486;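 active = inhibition above a per-campaign cutoff, the mean inhibition of all tested compounds plus 3 SD, cut at about 27% in these data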;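 also: 0% = DMSO wells and 100% = JAK Inhibitor I control wells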
S1P4 ag: activates the human S1P4 receptor | S1P4-expressing cell line, agonist reporter assay | activation, % at 4.98 µM | 220,000 compounds, 0.35% hits | AID 1509; in the data active = activation above about 11%;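 also: 0% = DMSO vehicle and 100% = reference agonist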
NPY-Y1 PAM-ag: potentiators or agonists of human neuropeptide Y receptor Y1; NPY-Y1 expressing cells, potentiator/agonist activation; P25929; activation, % at 3.6 µM; 220,000 compounds, 0.37% hits; AID 1304; in the data active = activation above about 33%, passing the limit was not always enough;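 also: cells stimulated with NPY at EC10 then isoproterenol at EC100; 0% = low agonist plus stimulus and 100% = saturating agonist plus stimulus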
Runt-CBFb FRET: Runt domain-CBFb interaction inhibition; Q01196+Q13951; inhibition, % at 20 µM; Cerulean-Runt/Venus-CBFb FRET ratio 530/480, 1 h; AID 1496; 220,000 compounds, 0.46% hits;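 active = inhibition over about 50% at 20 µM in the single-dose screen, limit read from the data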;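 also: 0% = DMSO wells and 100% = excess unlabeled CBFb competitor control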
Target sequence (Q01196 whole entry, looked up, the tested form may be a part): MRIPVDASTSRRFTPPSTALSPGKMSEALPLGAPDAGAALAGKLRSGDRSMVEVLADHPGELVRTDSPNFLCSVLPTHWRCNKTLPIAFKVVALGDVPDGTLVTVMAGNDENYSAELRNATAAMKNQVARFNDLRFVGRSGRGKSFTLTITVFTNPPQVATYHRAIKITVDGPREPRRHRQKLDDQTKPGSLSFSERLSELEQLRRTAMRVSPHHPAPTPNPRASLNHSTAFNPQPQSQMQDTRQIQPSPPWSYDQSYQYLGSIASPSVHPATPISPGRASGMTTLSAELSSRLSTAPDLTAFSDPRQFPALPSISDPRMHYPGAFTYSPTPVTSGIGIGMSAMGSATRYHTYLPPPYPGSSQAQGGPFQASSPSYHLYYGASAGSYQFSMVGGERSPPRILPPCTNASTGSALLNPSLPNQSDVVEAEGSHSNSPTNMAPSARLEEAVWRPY
Target sequence (Q13951 whole entry, looked up, the tested form may be a part): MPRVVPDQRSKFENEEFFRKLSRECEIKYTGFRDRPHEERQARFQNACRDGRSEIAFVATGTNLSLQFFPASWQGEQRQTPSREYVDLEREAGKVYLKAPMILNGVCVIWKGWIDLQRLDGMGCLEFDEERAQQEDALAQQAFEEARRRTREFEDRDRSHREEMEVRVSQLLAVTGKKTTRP
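Doses: 20 µM compound in 1% DMSO | Material: Cerulean-labeled Runt domain protein | Amount: Each fluorescent fusion protein 100 nM | Schedule: Two 1 h room-temperature incubations shielded from light | Measured by: FRET fluorescence | Evaluation: Loss of energy transfer signal | Controls: Unlabeled CBFb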
Ba/F3 V617F tox: reduce viability of Ba/F3 cells dependent on JAK2V617F | Ba/F3 EpoR-JAK2V617F viability, ATP luminescence | inhibition, % at 5.6 µM | 220,000 compounds, 1.1% hits;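 active = inhibition above the campaign mean plus 3 SD over all tested compounds, cut at about 24% in these data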;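 also: cytokine-independent growth of Ba/F3 cells driven by EpoR plus mutant JAK2; 0% = DMSO-treated cells and 100% = JAK inhibitor I control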
S1P4 antagonist: antagonists of human S1P4 receptor. 220,000 compounds, 0.26% hits. inhibition, % at 4.98 µM. S1P4-expressing cells, antagonist mode, reporter read-out. O95977. AID 1510; in the data active = inhibition above about 29%;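 also: 0% = wells stimulated with agonist and 100% = vehicle wells without agonist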
* hit, by the source's call; · = not tested or not shown.

SMILES | NPY2 pot ag | RBBP9 inhibitor | NPY Y1 blocker | BaF3 tox | S1P4 ag | NPY-Y1 PAM-ag | Runt-CBFb FRET | Ba/F3 V617F tox | S1P4 antagonist
CNC(=S)N1N=C(c2ccccc2)CC1c1ccc(OC)c(OC)c1 (configuration not stated) | 8 | -1 | 1 | 7 | -0.7 | 3 | 0 | 2 | -14
CCN(CC)C(=O)CCNS(=O)(=O)c1ccc(C)cc1 | -7 | -8 | -3 | 1 | -0.3 | -22 | · | -3 | -9
N#CCSc1nc2ccccc2c(=O)n1-c1ccccc1 | 6 | -1 | 9 | -1 | -1.4 | -20 | -2 | -4 | -22
CCOc1ccc(Cn2cc(F)c(=O)[nH]c2=O)cc1 | -10 | 1 | · | 0 | 1.4 | 17 | 1 | -2 | 0
COc1ccc(Oc2nc3c(c(=O)n(C)c(=O)n3C)n2Cc2cccc(OC)c2)cc1 | 8 | 1 | -1 | 0 | -1.0 | -14 | -1 | -2 | -3
Fc1ccc(Nc2nnc(C(F)(F)F)s2)cc1 | 6 | 2 | · | 0 | 1.4 | 7 | 0 | -2 | 2
COc1ccc(Cl)cc1NC(=O)c1ccccc1C | 9 | 7 | 1 | 1 | 1.4 | 0 | -2 | -2 | 11
CCOc1cc(NC(=O)C2CC2)c(OCC)cc1NC(=O)c1ccccn1 | 6 | -2 | 10 | 5 | 2.0 | -17 | -2 | 0 | -7
CCN(CC(=O)N1CCN(C)CC1)S(=O)(=O)c1ccc(Cl)cc1 | -3 | -9 | -5 | 1 | 1.3 | 5 | -1 | -2 | -13
Cc1onc(-c2c(Cl)cccc2Cl)c1CO/N=C(\C#N)c1c(Cl)cccc1Cl | -35 | -12 | · | 3 | 0.3 | -26 | 2 | 6 | 8
COc1ccccc1NC(=O)C1=C(C)NC(SCC(=O)c2ccccc2)=C(C#N)C1c1ccco1 (configuration not stated) | 5 | -3 | 14 | 2 | -1.6 | -10 | -5 | -4 | -4
CCCOc1ccc(C2NC(=S)NC(c3ccccc3)=C2C(=O)Nc2ccc(C)cc2)cc1OC (configuration not stated) | 10 | -4 | -3 | 10 | -1.3 | 9 | 2 | 4 | 2
Cc1nn(Cc2c(Cl)cccc2Cl)c(C)c1NC(=O)c1sc2ccccc2c1Cl | -8 | 1 | 9 | 4 | 0.2 | -18 | 1 | 0 | -3
COc1ccc(C2c3ccc(O)cc3Oc3ncn4nc(-c5ccccn5)nc4c32)cc1 (configuration not stated) | -16 | -9 | · | 3 | 2.2 | -6 | 53* | 4 | -13
COc1cc(NC(=O)CCNC(=O)Cn2cnc3ccccc3c2=O)cc(OC)c1OC | -10 | -2 | 0 | 17 | 1.1 | -6 | 2 | 4 | -13
CCc1nnc(NC(=O)Cc2ccc(OCc3c(C)noc3C)cc2)s1 | 0 | 1 | 0 | 3 | 1.9 | -12 | -2 | -2 | -10
O=C(CSC(=S)N1CCCCC1)Nc1ncc2c(n1)CC(c1ccco1)CC2=O (configuration not stated) | -9 | -2 | · | -3 | -0.4 | 20 | 4 | 1 | 8
CC(C)c1ccc2[nH]c(O)c(N=NC(=O)c3ccc(CSc4nncn4C)cc3)c2c1 | 8 | 5 | -4 | 2 | 4.3 | 3 | -7 | 1 | -11
CCN(CC)c1cc(Cl)nc(N)n1 | 8 | 1 | 0 | -1 | -1.5 | 5 | 1 | -5 | -9
Cc1ccccc1NC(=S)NCc1ccco1 | 5 | -5 | -3 | 5 | 0.3 | 0 | 2 | -2 | -6
CN(C1CCCC1)C1CCN(C(=O)CNC(=O)/C=C/c2ccccc2)CC1 | 4 | -6 | -1 | 5 | -0.4 | 13 | -3 | 5 | -19
Cc1cc(=O)[nH]c(SCC(=O)Nc2ccc3c(c2)OCCO3)n1 | -20 | 11 | 5 | 6 | 1.7 | -6 | · | -4 | -10
Cc1nnc2ccc(-c3ccc(NC(=O)Cc4cccs4)cc3)nn12 | 11 | -6 | · | 0 | -0.5 | 9 | 1 | 0 | -7
CC(C)CNc1cc(N2CCCC2)ccc1[N+](=O)[O-] | -10 | 0 | 0 | 0 | -0.2 | -12 | · | -6 | -8
COc1ccc(OC)c(C(=O)CC2OC(=O)c3ccccc32)c1 (configuration not stated) | -2 | -5 | 2 | 4 | 1.9 | -5 | -2 | 5 | 0
Next section:
SMILES | NPY2 pot ag | RBBP9 inhibitor | NPY Y1 blocker | BaF3 tox | S1P4 ag | NPY-Y1 PAM-ag | Runt-CBFb FRET | Ba/F3 V617F tox | S1P4 antagonist
O=C(O)c1cc(-c2ccc3c(c2)OCO3)nc2ccc(Br)cc12 | -17 | 0 | 16 | 2 | 0.7 | -4 | 1 | -1 | 5
CC(=O)OCC(=O)Nc1ccc([N+](=O)[O-])cc1Cl | -1 | 4 | -3 | 4 | 0.8 | -10 | 2 | 1 | -3
COC(=O)c1ccccc1NC(=O)C1CCCN(S(=O)(=O)c2ccc(OC)cc2)C1 (configuration not stated) | -6 | -5 | -3 | 3 | 1.8 | -40 | -1 | -3 | -7
CCc1cc(=O)oc2cc(OS(C)(=O)=O)ccc12 | 1 | 3 | 0 | 4 | -2.0 | -21 | · | 4 | 0
COCc1cc(C)c2c(N)c(C#N)sc2n1 | -18 | 3 | 11 | 0 | -4.6 | -12 | -2 | -6 | 1
O=C(Nc1cc(S(=O)(=O)N2CCOCC2)ccc1N1CCCC1)C1CC1 | 9 | 6 | -3 | 2 | 0.9 | 0 | 3 | 0 | -17
O=C(Nc1cccnc1)c1cccc(NC(=O)c2ccco2)c1 | -2 | -7 | -3 | 7 | 0.5 | -3 | 1 | -1 | 10
COc1cccc(/C=N/NC(=O)c2ccc3nc[nH]c3c2)c1 | 1 | -6 | · | -1 | -0.2 | -6 | 1 | 0 | -4
CSc1sc(C(=O)N(C)C)cc1S(=O)(=O)C(C)C | -2 | -7 | · | 2 | 1.1 | -13 | 2 | -1 | 8
Cc1nc(NC(=O)/C=C/c2ccc(Cl)cc2Cl)sc1C(=O)N(C)C | 10 | -9 | -3 | 5 | -1.3 | -4 | -4 | 0 | -5
COc1ccc(CCC(=O)OCC(=O)Nc2ccccc2OC(F)F)cc1OC | 3 | -5 | -4 | 5 | -0.3 | -6 | -4 | -1 | -4
Cc1cc(C)nc(SCC(=O)Nc2ncc3c(n2)CC(C)(C)CC3=O)n1 | 14 | -1 | 0 | 4 | -0.4 | -19 | -2 | 1 | -22
O=C(NNC(=O)c1ccc(SCC2CCCO2)c([N+](=O)[O-])c1)c1ccc(Cl)c([N+](=O)[O-])c1 (configuration not stated) | -2 | -4 | 10 | 2 | 1.2 | -1 | -2 | -5 | -23
Cn1c(=O)c(=O)n(C)c2cc(S(=O)(=O)N3CCCC3C(=O)NCc3ccco3)ccc21 (configuration not stated) | -18 | 0 | · | -2 | 0.5 | 14 | 4 | -4 | -13
Cc1cc(C(F)(F)F)nc(SCC(=O)Nc2cc(C)on2)n1 | 6 | -4 | -1 | 5 | 2.2 | -30 | -1 | 0 | -10
CSCCC(NC(=O)C1CCC(C)CC1)C(=O)OCC(=O)c1ccc(Cl)cc1 (configuration not stated) | -3 | -5 | -2 | -1 | 0.5 | 22 | 1 | -1 | -3
CC(C)n1c(/C=C/c2ccccc2)nc2ccccc21 | 6 | 4 | 4 | 11 | 0.4 | 6 | 0 | 3 | -8
CC1CCC(NC(=O)c2ccc3nc[nH]c3c2)CC1 (configuration not stated) | -24 | -8 | -1 | 3 | -0.8 | -4 | -2 | -1 | -6
CC(C(=O)OCC(=O)Nc1cccc(S(=O)(=O)N(C)C)c1)N1C(=O)c2ccccc2C1=O (configuration not stated) | -4 | 4 | 6 | 13 | 0.3 | -9 | -1 | 5 | -15
CCOP(=O)(c1ccccc1)c1nc(-c2ccccc2Cl)oc1N1CCCCC1 (configuration not stated) | 17 | -7 | 11 | 10 | -2.1 | -20 | -7 | 5 | -6
CCOC(=O)C1CCN(Cc2nc3ccc([N+](=O)[O-])cc3c(=O)n2-c2ccc(OC)cc2OC)CC1 | 10 | -1 | -1 | 8 | 0.4 | 16 | 0 | 2 | -16
O=Cc1cccn1-c1sc2c(c1C(=O)O)CCCC2 | -17 | 3 | 4 | 4 | 1.0 | -13 | 1 | -2 | -5
O=C(C1COc2ccccc2O1)N1CCc2ccccc21 (configuration not stated) | 2 | -8 | 11 | 5 | 0.3 | 8 | 0 | -1 | 10
O=c1[nH]c(=O)c2nnc(N/N=C/c3ccccc3F)nc2[nH]1 | -9 | -5 | · | -1 | -0.9 | 11 | 2 | -3 | 15
Cn1c(SCC(=O)Nc2ccc(Br)cc2F)nnc1-c1ccco1 | 5 | 0 | -5 | 1 | 1.6 | -1 | 2 | -3 | -11

Of the compounds above, these contain a CF3 group.
SMILES | NPY2 pot ag | RBBP9 inhibitor | NPY Y1 blocker | BaF3 tox | S1P4 ag | NPY-Y1 PAM-ag | Runt-CBFb FRET | Ba/F3 V617F tox | S1P4 antagonist
Fc1ccc(Nc2nnc(C(F)(F)F)s2)cc1 | 6 | 2 | · | 0 | 1.4 | 7 | 0 | -2 | 2
Cc1cc(C(F)(F)F)nc(SCC(=O)Nc2cc(C)on2)n1 | 6 | -4 | -1 | 5 | 2.2 | -30 | -1 | 0 | -10

Next part
SMILES | NPY2 pot ag | RBBP9 inhibitor | NPY Y1 blocker | BaF3 tox | S1P4 ag | NPY-Y1 PAM-ag | Runt-CBFb FRET | Ba/F3 V617F tox | S1P4 antagonist
COc1ccc(C(=O)Oc2ccc(/C=N/NC(=O)Cc3ccc([N+](=O)[O-])cc3)cc2)cc1 | -11 | 8 | 4 | 0 | -0.9 | 11 | 5 | -4 | -11
CCNS(=O)(=O)c1cc(OC)ccc1OC | -7 | -4 | 2 | 3 | 16* | -10 | 3 | 1 | -2
Cc1cc(NCCN2CCOCC2)n2nc(C)c(-c3ccccc3)c2n1 | 3 | -8 | 0 | 7 | 0.3 | 8 | 0 | 4 | -15
COc1cc(NC(=O)CSc2nnc3c(C)cc4c(C)ccc(C)c4n23)c(C(=O)O)cc1OC | -7 | 0 | 1 | 10 | 0.9 | -29 | 0 | 5 | 4
Cc1onc(-c2ccccc2)c1C(=O)OCC(=O)NCc1ccc(F)cc1 | 6 | -11 | -2 | 5 | 0.8 | -28 | 20 | 3 | -5
S=C(NCCN1CCCCC1)Nc1ccc(Br)cc1 | 4 | 6 | · | 2 | -0.8 | 7 | 1 | -1 | -3
Nc1ccc2oc(-c3ccccn3)nc2c1 | 0 | 1 | 1 | 3 | -0.5 | 8 | -4 | -2 | -6
Cc1cccc(OCC(=O)N/N=C/c2cc([N+](=O)[O-])ccc2N2CCOCC2)c1 | -3 | 0 | -1 | -1 | 0.6 | -7 | -5 | -4 | -6
Cc1c(Nc2nc(-c3ccc(Cl)cc3)cs2)c(=O)n(-c2ccccc2)n1C | -7 | 2 | 2 | 3 | 0.0 | -18 | 1 | -2 | -2
